# VLA-4 inh: inhibition in a human VLA-4 binding assay; P13612; VLA-4 expressing cells, ligand binding flow cytometry; AID 2557; inhibition, % (about 7 µM as worked out from the volumes in the protocol); 0.2% of 330,000 active; in the data active = inhibition above about 50%
# Bcl-xL primary: Bcl-xL (human) inhibition. 0.7% of 320,000 active. Q07817. inhibition, % at 10.9 µM. GST-Bcl-xL / FITC-Bim BH3 peptide fluorescence polarization;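 active = inhibition above the mean of all tested compounds plus 3 SD, cutoff set per campaign, cut at about 30% in these data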;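 also: 0% = DMSO wells and 100% = unlabeled Bim-BH3 peptide competitor; inhibitors lower millipolarization by displacing the labeled peptide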
# CIT2 TOR yeast: alters CIT2-GFP fluorescence in TOR pathway yeast screen; S. cerevisiae CIT2-GFP strain, flow cytometry, 3 h; 100 means same as DMSO wells; GFP response vs DMSO, % at 10 µM; 0.065% of 320,000 active; AID 2029;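 active = GFP response relative to DMSO above a set limit, near the screen mean plus 3 SD, cut at about 150% in these data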;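 also: ratio of well median GFP fluorescence to mean of DMSO wells on the plate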
# MCL1 BIM primary: MCL1-BIM-BH3 interaction inhibition (human). 0.68% of 320,000 active. Q07820. inhibition, % at 10.9 µM. AID 2057. GST-MCL1 / FITC-Bim-BH3 fluorescence polarization;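 active = inhibition above the mean inhibition of all tested compounds plus 3 SD, set per campaign, cut at about 40% in these data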;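 also: 0% = DMSO wells and 100% = unlabeled Bim-BH3 peptide control; higher means more loss of mP so more displacement of Bim peptide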
# AGP1 TOR yeast: yeast TOR pathway AGP1-GFP modulation. S. cerevisiae AGP1-GFP multiplex flow cytometry, 3 h; GFP as percent of DMSO wells. GFP response vs DMSO, % at 10 µM. 0.02% of 320,000 active;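 active = GFP response relative to DMSO above a set limit, near screen average plus 3 SD, cut at about 150% in these data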;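 also: median GFP channel fluorescence of the gated AGP1 strain per well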
# GLD-1 TGE inh: GLD-1-TGE RNA interaction inhibition (C. elegans); purified GLD-1 + fluorescein TGE RNA, fluorescence polarization; 0.44% of 320,000 active; AID 2280; inhibition, % at 5.96 µM;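 active = percent inhibition above a per-plate cutoff, the plate mean of test compounds plus 3 SD, cut at about 30% in these data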;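 also: 0% = DMSO wells with GLD-1 and probe and 100% = wells lacking GLD-1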
# Target sequence (Q17339 whole entry, looked up): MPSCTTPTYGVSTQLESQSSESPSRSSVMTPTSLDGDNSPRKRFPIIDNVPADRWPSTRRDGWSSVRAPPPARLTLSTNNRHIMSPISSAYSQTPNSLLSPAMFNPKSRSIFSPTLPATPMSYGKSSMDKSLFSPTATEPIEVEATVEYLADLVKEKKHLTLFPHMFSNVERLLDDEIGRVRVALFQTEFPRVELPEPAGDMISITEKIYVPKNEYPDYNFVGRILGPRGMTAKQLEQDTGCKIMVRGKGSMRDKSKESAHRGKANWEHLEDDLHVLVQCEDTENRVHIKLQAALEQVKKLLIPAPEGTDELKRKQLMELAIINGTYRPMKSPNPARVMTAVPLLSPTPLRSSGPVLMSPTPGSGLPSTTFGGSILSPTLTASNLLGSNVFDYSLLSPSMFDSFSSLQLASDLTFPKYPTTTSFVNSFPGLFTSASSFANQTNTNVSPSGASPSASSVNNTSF
# MEX-5 binding: C. elegans MEX-5 TCR-2 RNA binding activity; 0.38% of 300,000 active; Q9XUB2; MEX-5/FITC-TCR2 RNA binding, fluorescence polarization; stronger effect = lower value; activity score (negative = inhibition of binding), % at 10 µM;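 active = inhibition past about -25% in most replicates, and total fluorescence under double the plate's negative control median, limit read from the data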;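 also: 0% = DMSO and -100% = 5 µM competing unlabeled TCR2 RNA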
# Target sequence (Q9XUB2 whole entry, looked up): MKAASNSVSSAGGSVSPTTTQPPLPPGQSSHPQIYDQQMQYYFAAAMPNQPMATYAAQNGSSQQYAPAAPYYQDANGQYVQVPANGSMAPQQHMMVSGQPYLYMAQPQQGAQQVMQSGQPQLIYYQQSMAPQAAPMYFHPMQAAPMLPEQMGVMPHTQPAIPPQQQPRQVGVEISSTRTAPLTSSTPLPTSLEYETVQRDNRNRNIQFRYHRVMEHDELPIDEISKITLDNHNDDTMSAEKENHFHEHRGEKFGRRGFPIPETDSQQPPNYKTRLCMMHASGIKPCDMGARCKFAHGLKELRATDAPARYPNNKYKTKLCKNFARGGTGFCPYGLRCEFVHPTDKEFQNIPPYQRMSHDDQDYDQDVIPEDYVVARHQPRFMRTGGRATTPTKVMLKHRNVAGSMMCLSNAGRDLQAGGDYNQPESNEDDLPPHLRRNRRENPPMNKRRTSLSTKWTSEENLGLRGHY
# GRK2 inh: inhibitors of human GRK2 displacing RNA aptamer; P25098; bead flow cytometry, FAM-aptamer displacement from GRK2; inhibition of aptamer binding, % at 10 µM; 0.59% of 330,000 active;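 active = inhibition of aptamer binding above 40%, roughly 3 SD of noise, on plates passing a quality check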;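 also: median bead fluorescence of bound FAM aptamer so fluorescent compounds give negative values; no value below 0 was filed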
# Fam108B inh: counter-screen for RBBP9 inhibitors: inhibitors of mouse Fam108B; recombinant Fam108B, FP-Rh probe fluorescence polarization; inhibition, % at 9.51 µM; 0.33% of 300,000 active;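 active = inhibition above the screen mean inhibition plus 3 SD, computed separately per campaign, cut at about 18% in these data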;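 also: inhibitors lower polarization as less probe binds the enzyme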
# An asterisk follows results filed as active; x = no result given.
item | compound | VLA-4 inh | Bcl-xL primary | CIT2 TOR yeast | MCL1 BIM primary | AGP1 TOR yeast | GLD-1 TGE inh | MEX-5 binding | GRK2 inh | Fam108B inh
1 | CC(c1nnc(SCC(=O)Nc2cccnc2Cl)n1-c1ccccc1)N(C)C (centres undefined) | -6 | 3 | 105 | 9 | 101 | 6 | 2.1 | 0 | 2
2 | COc1cc(C(=O)NC(=S)NNC(=O)c2ccc3c(c2)OCO3)cc(OC)c1OC | 6 | 2 | 94 | 11 | 106 | 2 | -0.8 | 0 | 1
3 | C/C(O)=C(/N=O)C(=O)Nc1ccccc1 | 31 | 12 | 109 | 7 | 107 | 7 | 0.2 | 0 | 4
4 | CC[N+](CC)(CC)CCOc1ccc(/C=C/c2ccccc2)cc1 | -8 | -2 | 78 | -6 | 83 | 0 | x | 0 | 1
5 | c1ccc(CSC2=NCCCN2)cc1 | 5 | 0 | 100 | 3 | 105 | 2 | 0.2 | 0 | 2
6 | COc1ccc(N2CCN(C(=O)CCCn3c(=O)[nH]c4cc(Cl)ccc4c3=O)CC2)cc1 | -9 | 9 | 112 | 11 | 104 | -3 | 1.0 | 3 | 4
7 | COc1ccccc1NC(=O)COc1cc(Br)c(CNCCCN2CCOCC2)cc1OC | 5 | -3 | 97 | 1 | 100 | 0 | 6.0 | 1 | 3
8 | CCN(CC(=O)NCc1cccs1)C(=O)/C=C/c1ccc(C)cc1 | 6 | -3 | 91 | 1 | 102 | 10 | x | 0 | x
9 | O=[N+]([O-])c1ccc(CNc2ccc(F)cc2)s1 | 5 | 4 | 98 | 2 | 102 | 1 | -0.7 | 3 | 0
10 | O=S(=O)(Nc1ccccc1N1CCOCC1)c1ccc(Cl)s1 | 18 | 3 | 100 | 1 | x | 3 | 1.4 | 0 | 3
11 | COc1ccccc1-c1nnc(NC(=O)c2ccc3ncsc3c2)o1 | 2 | 3 | 102 | 13 | 109 | 5 | -9.2 | 0 | 4
12 | Cc1nn(C)c(C)c1S(=O)(=O)N(CC(=O)NCCCN1CC(C)CC(C)C1)c1ccc(C(C)C)cc1 (centres undefined) | 13 | -2 | 100 | -6 | 105 | 7 | 2.6 | 0 | 2
13 | Brc1ccc2[nH]c3c(c2c1)CCC3 | -5 | 0 | 89 | 3 | 98 | 1 | 1.8 | 3 | 3
14 | Cc1ccc2nc(SC(C)C(=O)N3CCCCC3)[nH]c2c1 (centres undefined) | -2 | -11 | 86 | -11 | 94 | 2 | 0.5 | 0 | -4
15 | CCOC(=O)CC(=O)CSc1ncc(C(=O)OCC)c(N)n1 | -6 | 12 | 100 | 12 | 101 | 9 | -4.3 | 7 | 1
16 | COc1ccc(C2c3[nH]c4ccccc4c3C[C@H]3C(=O)N(CCCO)CC(=O)N23)c(OC)c1 (some centres undefined) | 4 | 7 | 99 | -1 | 96 | 2 | 1.7 | 0 | 3
17 | Clc1ccc(Nc2nc(N3CCOCC3)nc(N3CCOCC3)n2)cc1Cl | 13 | 2 | 98 | 0 | 107 | -8 | 1.7 | 0 | -4
18 | O=C(NC(=O)N1CCCCC1)c1ccc(Cl)cc1 | 4 | 3 | x | 3 | 103 | -3 | 2.0 | 4 | -2
19 | Cn1ccnc1C(O)c1ccco1 (centres undefined) | 9 | 7 | 98 | 2 | 98 | 2 | -1.5 | 0 | -1
20 | O=C(Nc1ccccc1Br)c1ccc2nccnc2c1 | 2 | 1 | 97 | 1 | 92 | -1 | 3.1 | 0 | 1
21 | O=C(COc1ccc(Cl)cc1)NNC(=O)c1ccc(=O)[nH]c1 | -4 | x | 99 | x | 105 | 4 | x | 0 | x
22 | N#C/C(=N/Nc1ccccc1F)C(=N)N1CCOCC1 | 3 | 7 | 94 | 9 | 94 | -2 | 0.2 | 2 | 4
23 | CS(=O)(=O)NCc1ccc(C(=O)NCc2ccccc2)cc1 | 24 | 0 | 65 | -4 | 75 | 5 | 0.5 | 1 | 1
24 | COC(=O)CN1CCN(C(=O)c2ccc(F)cc2)c2ccccc2C1 | 16 | 6 | 97 | 15 | 95 | 6 | -0.1 | 0 | 1
25 | CCOC(=O)c1c(NC(=O)COc2ncnc3ccccc23)sc(C(C)=O)c1C | -7 | -2 | 102 | -11 | 97 | -3 | x | 0 | -2
26 | COc1ccccc1CC(=O)N1CCCC1 | 0 | 2 | 104 | 9 | 101 | 8 | 0.6 | 0 | 4
27 | COC(=O)c1nn(-c2cccc(C(F)(F)F)c2)ccc1=O | -6 | 5 | 102 | 2 | 97 | 9 | 2.3 | 2 | -2
28 | COc1ccc(CCNC(=O)Cn2nnc(-c3ccc(N(C)C)cc3)n2)cc1OC | 0 | 2 | 103 | 1 | 96 | -2 | 1.3 | 4 | -1
29 | COC(=O)c1c(NC(=O)CN2CCN(Cc3ccc4c(c3)OCO4)CC2)sc(C)c1C | -4 | 3 | 91 | 0 | 100 | 14 | -2.4 | 0 | 0
30 | COc1ccc(OCc2nc3ccccc3n2C(C)C)cc1 | 1 | -1 | 102 | -3 | 109 | 8 | 2.9 | 0 | -1
31 | COc1cccc(NC(=O)CN(C)C(=O)c2cc(S(=O)(=O)NCc3ccccc3)ccc2C)c1 | 6 | 3 | 97 | 4 | 98 | -6 | -1.5 | 0 | 0
32 | Cc1cc(NC(=O)C(C)C)ncc1NC(=O)Cc1ccccc1 | 8 | 1 | 93 | -1 | 97 | -2 | 0.3 | 4 | 7
33 | COCCNC(=O)CN(c1cc(Cl)ccc1OC)S(=O)(=O)c1ccc(C)c([N+](=O)[O-])c1 | -4 | 8 | 99 | 9 | 109 | 6 | -1.8 | 2 | 2
34 | CC(=O)C(=Nc1cccc(Cl)c1)NNc1ccccc1C | 28 | 11 | 101 | -2 | 100 | 2 | -4.4 | 0 | 0
35 | CC1CCN(C(=O)c2ccc(S(=O)(=O)N3CCOCC3)cc2)CC1 | 1 | 8 | 90 | 2 | 96 | 9 | 2.0 | 0 | 2
36 | Cc1cc(N/N=C/c2ccc(O)cc2)c2cccc(C)c2n1 | 13 | 0 | 104 | 0 | 98 | -9 | 2.3 | 0 | 0
37 | CC(=O)Nc1cccc(Nc2nc(-c3cccs3)nc3ccccc23)c1 | 8 | 5 | 93 | 6 | 107 | 6 | -1.2 | 0 | -19
38 | Oc1ccc2ccccc2c1C=Nc1ccccc1Br | -50 | 6 | 88 | 13 | 90 | 7 | -2.7 | 0 | -2
39 | Cc1[nH]c2ccccc2c1C(=O)C(C)OC(=O)C1CCC1 (centres undefined) | 1 | -1 | 64 | -14 | 57 | 1 | -3.5 | 0 | 5
40 | COc1cc(CN2CCN(c3ncccn3)CC2)cc(OC)c1 | 15 | 1 | 104 | 7 | 105 | -3 | 3.1 | 1 | 1
41 | O=C(CN1CCOCC1)OCCCc1ccccc1 | -2 | 1 | 94 | 9 | 104 | 3 | 1.4 | 0 | 0
42 | O=c1ccnc(Nc2ccc(Cl)cc2)[nH]1 | -28 | 5 | 106 | 2 | 107 | -3 | -2.6 | 0 | -1
43 | CCC(CO)N=CC1=C(O)C(C(=O)c2ccccc2)CCC1=O (centres undefined) | 14 | 6 | 95 | -4 | 106 | 0 | x | 0 | -6
44 | C(=N\n1cnnc1)/c1cccn1-c1ccccc1 | 0 | -2 | 109 | -5 | 117 | -1 | 1.3 | 1 | 1
45 | CN(C)c1ccc(S(=O)(=O)N(C)C)cc1NC(=O)Cc1cccc2ccccc12 | 0 | 6 | 104 | 1 | 98 | 1 | 1.3 | 0 | 2
46 | Cc1cc(/C=C/C(=O)O)c(C)n1-c1ccc(Cl)cc1 | -4 | 12 | 88 | 12 | 83 | -1 | 2.1 | 0 | -2
47 | COc1ccc(-c2nnn(CC(=O)N(CC3CCCO3)C(C(=O)NC(C)(C)C)c3ccco3)n2)cc1OC (centres undefined) | 31 | 2 | 80 | 2 | 96 | 3 | 2.1 | 2 | -1
48 | CN1CCN(C(=O)Nc2ccc([N+](=O)[O-])cc2)CC1 | 6 | -1 | 92 | 2 | 94 | 6 | 1.3 | 1 | 3
49 | OCCCc1n[nH]c(=S)n1-c1ccccc1 | -11 | -3 | 94 | -8 | 97 | 1 | -0.8 | 3 | -2
50 | CCOC(=O)c1c(SC)nc(SC)c2c1CCC2 | -10 | -3 | 112 | 0 | 105 | 3 | -1.0 | x | 2
51 | CCN(Cc1cc(=O)n2cc(Cl)c(C)c(Cl)c2n1)Cc1nc2ccccc2c(=O)[nH]1 | 4 | 3 | x | 0 | 100 | 0 | -1.4 | 5 | -2
52 | Cc1ccccc1Nc1nc(N)nc(COC(=O)CC2CC3CCC2C3)n1 (centres undefined) | 6 | 1 | 91 | 1 | 97 | 4 | 1.5 | 5 | -3
53 | O=C(CN1C(=O)C2CC=CCC2C1=O)Nc1ccc(F)cc1F (centres undefined) | -7 | 4 | 97 | 2 | 103 | 6 | x | 0 | x
54 | Cn1cc(Cl)c(-c2n[nH]c(=S)n2-c2ccccc2)n1 | 6 | -14 | 97 | -16 | 89 | 1 | 1.9 | 0 | 0
55 | Cc1nn(Cc2noc(C(=O)NCCCn3ccnc3)n2)c(C)c1Br | -11 | 4 | 110 | -2 | 109 | -3 | -2.7 | 3 | 1
56 | COc1ccc(Cc2nnc(Cl)c3ccccc23)cc1OC | 1 | 3 | 98 | -1 | 102 | -10 | -2.6 | 4 | 1
57 | CCCN(CC(=O)Nc1ccccc1C)C(=O)c1ccc(-c2ccccc2)cc1 | -2 | 6 | 100 | -1 | 96 | -3 | -1.6 | 0 | -5
58 | COc1ccccc1C(=O)N1CCN(Cc2nc3cc([N+](=O)[O-])ccc3n2C)CC1 | -12 | 4 | 90 | 5 | 107 | 4 | -1.6 | 0 | 3
59 | COc1ccc(N=CC2=C(O)CCCC2=O)cc1 | 5 | 0 | 101 | 4 | 89 | -1 | 0.1 | 0 | -2
60 | CCn1ncc(NC(=S)Nc2ccc3c(c2)OCO3)c1C(N)=O | -10 | 15 | 109 | 18 | 105 | 6 | -1.9 | 6 | -1

# The list goes on.
item | compound | VLA-4 inh | Bcl-xL primary | CIT2 TOR yeast | MCL1 BIM primary | AGP1 TOR yeast | GLD-1 TGE inh | MEX-5 binding | GRK2 inh | Fam108B inh
61 | COc1ccc2c(c1)CCCN2S(=O)(=O)c1ccc(Cl)cc1 | -26 | 2 | 103 | 2 | 90 | 4 | 2.9 | 0 | -2
62 | O=[N+]([O-])c1cc(-c2csc(NCCc3nc4cc(Cl)c(Cl)cc4n3CCCO)n2)ccc1Cl | -13 | 2 | 92 | 10 | 91 | -3 | -4.4 | 1 | 7
63 | O=C(O)CC/C(=N\Nc1ccc([N+](=O)[O-])cc1)c1ccccc1 | -11 | -4 | 96 | -23 | 100 | -5 | -0.5 | 2 | 0
64 | COc1cccc(NC(=S)N2CCN(S(=O)(=O)c3ccc(F)cc3)CC2)c1 | 2 | x | 103 | x | 98 | x | x | 0 | x

# From PubChem
